# thrombin 1536: blocks human thrombin protease activity; P00734; alpha-thrombin, Boc-VPR-AMC fluorogenic substrate cleavage; inhibition, % at 5 µM; 220,000 tested, 0.26% active;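 active means inhibition at or above 40%; inactive means inhibition below 40%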;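 further: 0% = enzyme with no compound and 100% = wells without enzyme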
#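 System – human alpha-thrombin · Medium – pH 7.5 Tris (50 mM) with NaCl 150 mM, Tween 20 0.05% · Compound – single-point dosing at 5 µM, 0.2% DMSO · Incubation – enzyme reaction carried out at room temperature · Technique – fluorescence of released AMC, ex 355 nm, em 460 nm · Read-out basis – % inhibition of thrombin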
# NCF1 inh: inhibitors of human p47phox binding. 220,000 tested, 0.53% active. inhibition, % at 24.7 µM. p47phox/p22phox peptide binding, fluorescence polarization, 2 h. P14598;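 further: 0% = p47phox with labelled peptide and 100% = labelled peptide alone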
# Target sequence (P14598 whole entry, looked up): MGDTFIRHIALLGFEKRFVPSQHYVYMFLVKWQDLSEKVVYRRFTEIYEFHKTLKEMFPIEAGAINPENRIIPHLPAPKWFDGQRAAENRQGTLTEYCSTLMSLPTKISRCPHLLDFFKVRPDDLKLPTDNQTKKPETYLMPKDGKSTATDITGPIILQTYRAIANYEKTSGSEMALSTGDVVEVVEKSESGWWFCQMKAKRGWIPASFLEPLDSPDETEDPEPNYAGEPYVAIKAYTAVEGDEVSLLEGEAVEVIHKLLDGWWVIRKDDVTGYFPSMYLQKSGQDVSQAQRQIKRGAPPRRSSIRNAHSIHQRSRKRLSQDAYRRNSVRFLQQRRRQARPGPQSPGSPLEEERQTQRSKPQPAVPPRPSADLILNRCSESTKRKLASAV
# EBV gp42 block: blocks Epstein-Barr virus glycoprotein 42 binding; Q1HVG2; Fluorescence polarization binding assay, mP read-out; inhibition, % (tested at 21.74 µM); 220,000 tested, 0.42% active; AID 1085; in the data active means inhibition above about 50%
# hK5 inh: inhibitors of human kallikrein 5; recombinant hK5, fluorogenic AMC substrate cleavage; inhibition, % at 5 µM; 210,000 tested, 0.59% active; Q9Y337;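 active means inhibition of 40% or more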;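 further: 0% = enzyme controls without compound and 100% = no-enzyme blanks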
# eIF4E-4G inh: eIF4E/eIF4G interaction inhibition in translation initiation | P63073+Q04637 | TR-FRET eIF4E-eIF4GI(517-606) binding, 2 h | inhibition, % at 21.7 µM | 220,000 tested, 0.37% active;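 further: 0% = full FRET control wells and 100% = background wells lacking eIF4GI fragment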
# KCC2 mod: KCC2 (human) Cl- transport modulation. B-score of Tl+ flux slope (higher = more flux/activation; lower = inhibition) at 10 µM. KCC2 cells, thallium flux FluoZin-2 fluorescence. Q9H2X9. 190,000 tested, 2.2% active. AID 1456;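 active means thallium flux slope and its plate-corrected score both differing from the plate sample mean at a set confidence after two filtering rounds, in either direction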;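 further: slope of fluorescence scaled to starting intensity during 10 to 20 s after thallium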
# Rad51 HR inh: Rad51 (human) homologous recombination inhibition. 200,000 tested, 0.085% active. AID 1385. Q06609. hRad51 DNA strand exchange, fluorescence dequenching. inhibition, % at 10 µM;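 active means inhibition above 40% at the single screening dose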;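 further: 0% = DMSO control wells and 100% = blanks with heterologous ssDNA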
# Target sequence (Q06609 whole entry, looked up): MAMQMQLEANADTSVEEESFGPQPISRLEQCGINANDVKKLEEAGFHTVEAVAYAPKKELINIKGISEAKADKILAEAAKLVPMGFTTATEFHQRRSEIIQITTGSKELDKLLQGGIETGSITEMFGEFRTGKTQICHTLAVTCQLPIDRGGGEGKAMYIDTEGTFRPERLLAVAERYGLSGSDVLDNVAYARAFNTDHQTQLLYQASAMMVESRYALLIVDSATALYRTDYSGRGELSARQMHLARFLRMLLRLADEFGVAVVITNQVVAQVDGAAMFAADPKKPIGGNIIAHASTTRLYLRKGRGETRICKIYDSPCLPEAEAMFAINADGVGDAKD
#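 Read-out basis: percent inhibition relative to plate controls and blanks / Assay system: human Rad51 nucleoprotein filaments preassembled on unlabelled ssDNA / Timing: filaments 15 min 37 °C, then compound 30 min / Control set: per-plate controls and blanks / Technique: fluorescence dequenching at 485/520 nm / Compound: 10 µM final, single point / Also added: Fluorescein- and BHQ1-tagged 47-mer duplex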
# 14-3-3 Bad PPI: disrupts binding of bovine 14-3-3 zeta to phospho-Bad peptide; P63103; 220,000 tested, 0.71% active; inhibition, % at 21.7 µM; TR-FRET 14-3-3zeta/Dy647-pBad peptide displacement, 1 h;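 active means inhibition above about 70%, limit read from the data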;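 further: 0% = full 14-3-3 plus peptide FRET controls and 100% = background without 14-3-3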
# Target sequence (P63103 whole entry, looked up): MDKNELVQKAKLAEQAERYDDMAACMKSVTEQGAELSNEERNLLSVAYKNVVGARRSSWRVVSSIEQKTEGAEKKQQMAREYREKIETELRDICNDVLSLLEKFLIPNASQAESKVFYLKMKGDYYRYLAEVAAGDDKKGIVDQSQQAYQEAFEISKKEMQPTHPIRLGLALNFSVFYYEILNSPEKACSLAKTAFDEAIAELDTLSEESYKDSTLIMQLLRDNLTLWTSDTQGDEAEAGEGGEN
# Furin inh: inhibitors of human furin. P09958. purified furin, fluorogenic substrate cleavage. inhibition, % at 30 µM. 220,000 tested, 0.061% active. AID 463115; in the data active means inhibition above about 25%; further: inactives centre near -15
# * hit, by the source's call; nt = no result given; [ ] = dose if it differs, or a comment.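 How the source made its calls, unless noted: active means inhibition above about 30% (limit read from the data); inactive means the rest.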
SMILES,thrombin 1536,NCF1 inh,EBV gp42 block,hK5 inh,eIF4E-4G inh,KCC2 mod,Rad51 HR inh,14-3-3 Bad PPI,Furin inh
OC(COc1ccc2c(c1)CCC2)CN1CCN(c2ccccc2F)CC1 (centres undefined),3,-5,-2,0,-5[fluorescence artefact?],-0.46,0,-14[fluorescence artefact?],-18[20 µM]
C[C@@H]1CCC[C@H](C)N1Cc1nc(Cc2ccccc2Cl)no1,-6,0,11,-4,1,1.1,-154,6,-21
CCC(=O)OCC(=O)Nc1ccc([N+](=O)[O-])cc1OC,3,-5,-6,-1,10,0.065,18,8,-8
O=C(Nc1ccc2nc(C3CC3)n(Cc3ccc(F)cc3)c(=O)c2c1)c1ccco1,-6,-12,1,-7,5,nt,2,5,-15
Cc1ccc(-c2csc(NC(=O)C3CC(=O)N(Cc4ccco4)C3)n2)cc1 (centres undefined),-9,-9,4,-2,-1,-4.3,-8,-7,-1
O=C(Nc1cccc(-c2nc3ccccc3o2)c1)c1cccnc1,nt,-26,-12,-1,1,-0.45,3,-3,-24
O=C(NNS(=O)(=O)c1ccc(Cl)cc1)NC1CCCCC1,1,-8,-11,3,2,nt,-4,-7,-22[20 µM]
C=CCNC(=O)c1cc(Cl)ccc1[N+](=O)[O-],-7,-4,-19,-9,2,-0.049,9,-1,-23
COc1cccc(/C=N/NC(=O)CN2CC(c3ccccc3)CC2=O)c1OC (centres undefined),-3,-5,-9,-8,1,-0.33,13,-4,-14
COc1ccc(C2C(C(=O)N3CCC(C)CC3)c3ccccc3C(=O)N2C)cc1 (centres undefined),0,-14,-2,-9,2,0.67,1,-2,13[20 µM]
CCn1c(C)nc2cc(C(=O)NNC(=O)CCC3CCCCC3)ccc21,-4,-7,-14,-8,1,0.55,-4,-5[fluorescence artefact?],-22
COc1ccc(-c2c(C(C)=O)c(C)n(C)c2C)cc1,-2,-11,-10,-6,2,1.4,-32,-4[fluorescence artefact?],-3
CC1SCC(=O)N(CC(=O)NCCc2ccccc2)C1=O (centres undefined),5,-6,-1,-8,-2,0.0037,4,-9,-24
CCOc1cc(N2CCOCC2)c(OCC)cc1NC(=O)Cn1cnc2c(=O)n(C)c(=O)n(C)c21,-8,-4,-7,-6,0,0.21,-15,-5,-5
COC(=O)c1ccc2c(c1)NC1=C(C(=O)CC(C)(C)C1)C(c1ccncc1)N2 (centres undefined),5,-10,-18,-5,-4[fluorescence artefact?],0.79,nt,-2,-14
COc1ccc(Cc2noc(CN3CCCC(C(=O)c4cccs4)C3)n2)cc1OC (centres undefined),-1,-3,-15,nt,0,nt,18,-5,-24
CCOc1nc2ccccc2cc1/C=C/C(=O)O,-8,-9,-6,-2,-1,1.9,nt,-4,-22
Cc1nccc(-c2cccc(NC(=O)c3ccccc3Cl)c2)n1,1,3,-10,2,-2,-0.53,10,4,-16
Cc1cc(C)nc(NCC(O)COc2ccccc2C)n1 (centres undefined),-8,-7,-15,-15,-2[fluorescence artefact?],-0.84,3,9[fluorescence artefact?],-14
COc1ccc(CNC(=O)CCS(=O)(=O)Cc2ccc(C)cc2)c(OC)c1,3,-2,-12,-9,-1,-0.67,0,-5,-17
Cc1ccc(NC(=O)COC(=O)c2cccnc2)cc1,-8,-5,-14,-2,-2,0.52,-4,-6,-28
CC(=O)OCCOCn1cnn2c(=O)c(Br)c(C)nc12,0,-13,-13,3,-13,0.44,2,-7,-29
CCOC(=O)c1c(O)c2ccccc2n(CC)c1=O,1,-8,-6,-32,5,-0.59,4,-10,-27
COc1cccc(Oc2ccc(C(F)(F)F)cc2N)c1,-16,-3,11,-9,5,-0.2,7,1,-1
C=C(C)c1cccc(C(C)(C)NC(=O)Nc2ccccc2OCC)c1,-10,-7,-7,-13,11,0.87,-6,-14,-6

# The last 5 compounds of the part before lead into the next.
SMILES,thrombin 1536,NCF1 inh,EBV gp42 block,hK5 inh,eIF4E-4G inh,KCC2 mod,Rad51 HR inh,14-3-3 Bad PPI,Furin inh
Cc1ccc(NC(=O)COC(=O)c2cccnc2)cc1,-8,-5,-14,-2,-2,0.52,-4,-6,-28
CC(=O)OCCOCn1cnn2c(=O)c(Br)c(C)nc12,0,-13,-13,3,-13,0.44,2,-7,-29
CCOC(=O)c1c(O)c2ccccc2n(CC)c1=O,1,-8,-6,-32,5,-0.59,4,-10,-27
COc1cccc(Oc2ccc(C(F)(F)F)cc2N)c1,-16,-3,11,-9,5,-0.2,7,1,-1
C=C(C)c1cccc(C(C)(C)NC(=O)Nc2ccccc2OCC)c1,-10,-7,-7,-13,11,0.87,-6,-14,-6
Cc1ccc(NC(=S)NC(NC(=O)c2ccccc2C)C(Cl)(Cl)Cl)c(C)c1 (centres undefined),4,1,-10,-6,-8,-2.4,-9,-6,-16
COc1ccc(CNc2nc3nc(C)c(Cl)c(C)n3n2)cc1,0,-5,-12,-10,2,-0.92,-5,-1,-18
CCN(CC)C(=O)C(=O)Nc1cc(C(F)(F)F)ccc1Cl,1,-1,31,-1,-5,nt,0,5,-19[20 µM]
COc1cc(OC)cc(-c2nnc(SCc3cccnc3)o2)c1,-4,0,-7,-11,0,-0.77,5,0,-15
COc1ccccc1/C=C\C=N\n1c(-c2ccc(Cl)cc2Cl)n[nH]c1=S,-2,-13,11,28,-3,0.054,nt,-3[fluorescence artefact?],-3
COc1ccc(OC)c2sc(NC(=O)c3ccc(S(=O)(=O)N4CCOCC4)cc3)nc12,14,-31,-14,-5,0,0.58,7,0,-10
CN(Cc1nccn1C)C(=O)c1cc(COc2ccc3ncccc3c2)on1,-5,1,-6,4,-3,-1.3,0,-7,-30
Cc1ccc(-c2noc(CN(C(=O)c3cccs3)C(C)C)n2)cc1,2,-11,-12,-7,-4,1.6,-2,24,-8[20 µM]
O=C(/C=C/c1cccs1)NC(=S)Nc1ccccc1,2,-7,-5,4,-1,nt,4,-8,-15
CCOP(=O)(OCC)C(Nc1ccccn1)c1ccc(F)cc1 (centres undefined),-6,-4,-18,-3,2,-0.54,6,-8,-15
COc1ccc(C(=O)C[n+]2ccc(-c3nnc4n3CCCCC4)cc2)cc1,1,-1,-18,2,3,1.1,-10,-3,-10
CCOC(=O)N1CCN(C(=O)c2ccc3c(=O)n(CCc4ccccc4)c(=O)[nH]c3c2)CC1,-10,2,-5,-21,1,-0.26,5,-4,-18[20 µM]
NNC(=O)[C@H]1C[C@@H]1c1ccccc1,-4,-10,1,-25,-1[fluorescence artefact?],1.9,nt,-9,-14
Cc1cc(NC(=O)CCN2C(=O)C3C4C=CC(C4)C3C2=O)c2ccccc2n1 (centres undefined),-3,-5,2,-3,-6,nt,5,-19,-8
Clc1cc(Cl)c2nc(N3CCCCC3)sc2c1,-3,3,-21,20,0,nt,1,-6,-29
COc1ccc(/C(N)=N/OC(=O)Cc2cccs2)cc1,-7,-9,5,-13,9[fluorescence artefact?],-0.28,4,-8[fluorescence artefact?],-15
CC(C)(C)NC(=O)C(c1ccc(F)cc1)N(CCc1ccccc1)C(=O)c1ccn[nH]1 (centres undefined),-8,3,-7,3,4,-2.4,-7,49,-8
O=C(NCCCn1ccnc1)c1cccc(S(=O)(=O)Nc2ccccc2F)c1,5,5,3,0,15,1,-2,12,-21
Cc1ccc(OCC(=O)c2cc(C)c(C)cc2C)c([N+](=O)[O-])n1,5,-10,15,-2,9[fluorescence artefact?],0.28,-4,10[fluorescence artefact?],-8[20 µM]
Cc1nc2c(C)cccn2c1C(=O)c1ccccc1,-2,-1,1,-1,-2,0.36,-9,-5,-18
Cc1ccccc1NC(=O)CCn1c(=O)oc2ccccc21,-4,-9,-12,1,-2[fluorescence artefact?],0.018,-2,10,-21
O=C(Nc1ccccc1C(=O)Nc1nnc(C(F)(F)F)s1)c1ccccc1,-8,-8,4,-5,0,3.2*,15,-9,-30
CC(=O)c1ccc(NC(=O)C(C)NCc2ccc(Cl)cc2)cc1 (centres undefined),-3,-19,-5,4,0,0.011,-22,-1,-9
N#CCC(=O)Nc1ccccc1C(=O)O,0,-6,-6,-7,2,0.3,3,3,-21
CCO[C@@H]1OC(C(=O)Nc2ccccc2)=C[C@H](c2coc3ccccc3c2=O)[C@H]1CCCO,1,-1,-13,6,2,-0.15,-7,0,-8

# A second format for two compounds above:
# Second line of a record: thrombin 1536 | NCF1 inh | EBV gp42 block | hK5 inh | eIF4E-4G inh | KCC2 mod | Rad51 HR inh | 14-3-3 Bad PPI | Furin inh
- COc1ccc(CNC(=O)CCS(=O)(=O)Cc2ccc(C)cc2)c(OC)c1
 : 3 | -2 | -12 | -9 | -1 | -0.67 | 0 | -5 | -17
- Cc1ccc(NC(=O)COC(=O)c2cccnc2)cc1
 : -8 | -5 | -14 | -2 | -2 | 0.52 | -4 | -6 | -28

# Other records follow:
SMILES,thrombin 1536,NCF1 inh,EBV gp42 block,hK5 inh,eIF4E-4G inh,KCC2 mod,Rad51 HR inh,14-3-3 Bad PPI,Furin inh
CC(=O)Nc1n[nH]c(-c2ccc(C)cc2)c1C,3,-1,-10,-5,0,0.5,8,-12,-20
CCn1c(C(O)c2cccc(OC)c2OC)nc2ccccc21 (centres undefined),-5,-5,2,-27,5,0.41,8,-3,-10[20 µM]
Cc1ccc(N=C2SC(C(=O)Nc3ccc(OC(F)(F)F)cc3)C(N)=C2C(=O)Nc2c(C)cc(C)cc2C)cc1 (centres undefined),-7,-22,-19,-3,5,-0.15,-7,7,-26
Cc1c(NC(=O)CC(=O)Nc2c(C)n(C)n(-c3ccccc3)c2=O)c(=O)n(-c2ccccc2)n1C,-5,4,-8,5,-4,-0.039,2,-1,7
COC(=O)C/C(O)=C(/N=Nc1cccc(C(F)(F)F)c1)C(=O)OC,15,0,-5,-6,2,-0.95,-59,-10,-4
COc1ccc(NC(=O)C(=O)NNC(=O)C(C)Oc2ccc(Cl)cc2Cl)cc1 (centres undefined),-11,-13,6,-14,1,76*,-1,-6,-15
O=C(CCc1ccc(S(=O)(=O)NC2CCCCC2)cc1)NCc1ccccc1,5,-15,-21,-21,-2,-0.9,3,-7,-8[20 µM]
